# TDP1 cell CPT: growth inhibition of DT40 Tdp1-/-;hTDP1 cells with camptothecin (screen for TDP1 inhibitors). chicken DT40 Tdp1-/-;hTDP1 cells + 20 nM CPT, ATP luminescence, 48 h. hit rate 12% among 420,000. Potency, µM (titrated, usually from 46.2 µM), without a hit: at the top dose activity change, negative = growth inhibition, most hits filed as inhibitors. AID 686979; also: nearly all actives have a fitted effect of over 55% in size
#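 Cell growth measured by CellTiter-Glo luminescence after a minimum 48 h, 37 C compound exposure with 20 nM CPT in Tdp1-knockout DT40 cells stably expressing hTDP1, seeded 400/well; qHTS titration format.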
# FEN1 inhibitor: inhibitors of human flap endonuclease 1. P39748. Recombinant FEN1 flap cleavage, fluorescence, 15 min. Potency, µM (top dose mostly 114 µM), without a hit: top-dose activity change, negative = inhibition, most hits filed as inhibitors. hit rate 0.35% among 390,000. AID 588795; also: nearly all actives have a fitted effect of over 65% in size
# Target sequence (P39748 whole entry, looked up): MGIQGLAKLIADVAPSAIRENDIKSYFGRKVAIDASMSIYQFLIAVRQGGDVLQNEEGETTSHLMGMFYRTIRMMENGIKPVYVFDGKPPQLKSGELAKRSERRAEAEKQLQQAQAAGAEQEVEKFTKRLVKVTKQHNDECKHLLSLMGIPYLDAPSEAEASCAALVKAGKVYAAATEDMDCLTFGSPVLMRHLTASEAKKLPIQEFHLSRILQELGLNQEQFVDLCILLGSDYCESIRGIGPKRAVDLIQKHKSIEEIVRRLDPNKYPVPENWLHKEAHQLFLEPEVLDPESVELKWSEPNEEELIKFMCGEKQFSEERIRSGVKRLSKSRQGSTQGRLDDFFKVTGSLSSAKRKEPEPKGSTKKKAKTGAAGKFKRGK
#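 Quantitative HTS format: each compound was titrated, incubated with 10 nM nuclease for 15 min at room temperature, then challenged with flap substrate at 50 nM final. Signal change over 15 min gave concentration–effect curves.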
# N370S GC mod: N370S glucocerebrosidase modulation, Gaucher chaperone candidate; AID 2101; N370S GC spleen homogenate, 4MU-glucoside fluorescence; Potency, µM (series often up to 59.4 µM), without a hit: at the top dose activity change, negative = inhibition, actives largely listed as inhibitors; hit rate 0.092% among 330,000; P04062;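 also: 0% = full enzyme activity and -100% = no enzyme basal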
# Active calls of the source: *; ? = inconclusive; . = not tested or not shown; & = joins results of further samples. Calls follow the shape of the dose curve; as a rule, active = well fitted curve in the direction sought with a large enough effect; inconclusive = small, poorly fitted or top-dose-only effect, or another doubt; inactive = no such curve, though single readings can be large; an effect the other way counts as inactive or inconclusive. Unless noted, % is scaled to controls: 0 for no effect and ±100 for the full control effect; potency is read from the fitted curve at half-maximal effect. This is a subset. The share of hits here may be higher or lower than overall.
mol,TDP1 cell CPT,FEN1 inhibitor,N370S GC mod
CSCCC(NC(=O)c1ccco1)C(=O)NCC(c1ccccc1)N(C)C (configuration not stated),9%,20%,.
CC(NC(=O)/C=C/c1ccco1)c1nc2ccccc2n1Cc1cccc(Cl)c1 (configuration not stated),?,-4%,-17%
O=C(CSc1nnc(-c2cccnc2)s1)Nc1ccc(C(=O)O)cc1,9%,1%,8%
O=C(NCC(=O)N1CCOCC1)OCc1ccccc1,-10%,22%,6%
c1ccc(CCNc2nc3ccccc3s2)cc1,-3%,-19%,4%
CCc1ccc(OCCCOc2ccc(C=O)cc2)cc1,-16%,7%,-1%
CN(C)c1ccc(/C=C/c2ccnc3ccccc23)cc1,?,-23%,.
Cc1ccccc1NC(=O)Cc1nc(COC(=O)Cc2ccccc2F)cs1,-16%,-14%,.
COc1ccc2oc(=N)c(-c3nnc4n3CCCCC4)cc2c1,-20%,6%,.
C[C@H](NC(=O)[C@@H]1Cc2ccccc2CN1)C(=O)Nc1ccc2c(c1)OCCO2,-18%,16%,-16%
COc1cc(OC)c2c(N)c(C#N)c(C(F)(F)C(F)(F)F)nc2c1,-3%,-5%,?
Cc1c(C(=O)N2CCCC2)oc2c1-c1nn(CC(=O)NCCCN3CCCCC3)cc1CC2,-2%,16%,-7%
CC(C)C(c1nnnn1C1CCCC1)N1CCOCC1 (configuration not stated),-3%,5%,-5%
CCOCCCNCc1ccc(OCc2ccc(F)cc2)c(OC)c1,-18%,-3%,-4%
C=CCc1cc(C(=O)N2CCCCC2)ccc1O,?,-7%,6%
Cc1cccc(NS(=O)(=O)c2ccc(C(=O)N3CCCCCC3)cc2)c1C,?,-5%,-11%
COc1ccc(C(=O)ON=C2CCN(C)CC2)cc1,9%,1%,3%
CC12C=CC(=O)C=C1C(F)CC1C3CCC(O)(C(=O)CO)C3(C)CC(O)C12F (configuration not stated),-13%,-10%,.
COc1ccc(OCc2nnc(SCC(N)=O)n2-c2ccccc2OC)cc1,-6%,4%,-5%
CC1=C(C#N)C(c2cccnc2)C2=C(CC(c3ccc(Cl)cc3)CC2=O)N1 (configuration not stated),-21%,10%,5%
CCOC(=O)N1CCN(C(=O)c2sc3nc(-c4ccc(F)cc4)cn3c2C)CC1,?,-1%,-1%
COc1cc2c(cc1OC)CN(C(=O)CCNC(=O)c1ccc(Br)cc1)CC2,?,2%,-15%
N[C@H](C(=O)O)[C@H]1C[C@H]1C(=O)O,-26%,.,1%
O=C(N[C@@H](Cc1ccccc1)C(=O)Nc1ccc(F)cc1)C1CCNCC1,-14%,-3%,-11%
CCc1cccc(NC(=S)N(CCOC)C2CCN(C(C)=O)CC2)c1,-16%,9%,-7%
CC1CN(Cc2ccccn2)CCC1=O (configuration not stated),-2%,1%,2%
Cc1ccccc1OCCNc1cc(N2CC(C)NC(C)C2)ccc1[N+](=O)[O-] (configuration not stated),15µM*,?,-25%
O=C(CCNC(=O)c1ccccc1Cl)NCc1ccco1,-9%,-1%,.
Cc1cccc(CC(=O)Nc2ccc3nc(N4CCC(C)CC4)cc(C)c3c2)c1,21µM*,15%,.
O=C(Nc1cccc(C(F)(F)F)c1)c1ccc(-n2cncn2)nc1,17%,-20%,-3%

# An excerpt from above in order of number of heavy atoms, rising:
mol,TDP1 cell CPT,FEN1 inhibitor,N370S GC mod
O=C(NCC(=O)N1CCOCC1)OCc1ccccc1,-10%,22%,6%
CSCCC(NC(=O)c1ccco1)C(=O)NCC(c1ccccc1)N(C)C (configuration not stated),9%,20%,.
CC12C=CC(=O)C=C1C(F)CC1C3CCC(O)(C(=O)CO)C3(C)CC(O)C12F (configuration not stated),-13%,-10%,.
CC(NC(=O)/C=C/c1ccco1)c1nc2ccccc2n1Cc1cccc(Cl)c1 (configuration not stated),?,-4%,-17%

# More structures.
mol,TDP1 cell CPT,FEN1 inhibitor,N370S GC mod
CCCCn1c(-c2ccoc2C)n[nH]c1=S,-19%,3%,3%
COc1ccc2c(c1)cc(C(=O)N[C@@H](Cc1ccccc1)C(=O)O)n2C,0%,-8%,-5%
Cc1[nH]n(-c2ccccc2)c(=O)c1C=Nc1ccc(S(N)(=O)=O)cc1,2%,-5%,-10%
CC(C)N(Cc1ccccc1)C(=S)NCCN1CCOCC1,6%,4%,9%
COc1ccc(-c2nc(C#N)c(NCC3CCCO3)o2)cc1OC (configuration not stated),-1%,10%,4%
CCCCCN1C(=O)/C(=C/c2c(N3CCc4ccccc4C3)nc3ccccn3c2=O)SC1=S,5%,-7%,.
CC(=O)Cn1ncc(N2CCOCC2)c(Cl)c1=O,-1%,16%,2%
COc1ccc(CN2c3c(Br)cccc3C(=O)CS2(=O)=O)cc1,?,0%,.
COC(=O)c1c(-c2c(Cl)cccc2Cl)noc1C(=O)NNC(=O)N(C)C,4%,2%,0%
COCCCNC(=O)C1CCCN(S(=O)(=O)c2ccc3c(c2)oc(=O)n3C)C1 (configuration not stated),-15%,0%,.
COc1cc(-c2nnc(SCC(=O)c3ccc(C)cc3)o2)cc(OC)c1OC,?,-4%,1%
O=C(Nc1c(-c2ccccc2)nc2ccc(Cl)cn12)c1cccs1,-9%,1%,-4%
COc1cccc(C2CC(c3ccccc3Cl)n3nc(N)nc3N2)c1 (configuration not stated),?,12%,1%
CC(C)(C)OC(=O)NCCc1nnc(SCC(=O)Nc2ccc(Br)cc2)o1,0%,-1%,-1%
Cc1ccc(S(=O)(=O)NC(=O)NCCc2ccccc2)cc1,3%,6%,5%
Cc1cc(N/N=C/c2ccc([N+](=O)[O-])o2)nc2ccccc12,18µM*,-11%,-7%
CCN(CC)S(=O)(=O)c1ccc(N2CCOCC2)c(NS(=O)(=O)c2cccs2)c1,0%,9%,.
CCOc1ccc(NC(=O)CN(c2ccc(OC)c(OC)c2)S(=O)(=O)c2ccc(C)cc2)cc1,0%,-2%,1%
CC1(NC(=O)NCc2ccco2)CCS(=O)(=O)C1 (configuration not stated),-12%,4%,5%
CCC(NC(=O)Nc1nccs1)(C(F)(F)F)C(F)(F)F,4%,-13%,4%
Cc1cc(C(=O)Nc2ccc(Cl)cc2)c2ccccc2n1,1%,-13%,0%
CCn1cc(C(=O)O)c(=O)c2cc(F)c(N3CCN(C(=S)Nc4ccccc4OC)CC3)cc21,-18%,-28%,1%
O=[N+]([O-])c1cc(Cl)cc(/C=N\Nc2ccccn2)c1O,5.2µM*,-2%,0%
CCN1CCN(C(=O)C(C)Oc2ccc(S(=O)(=O)N3CCCC3)cc2C(N)=O)CC1 (configuration not stated),0%,-2%,.
CCCOc1ccc(NC(=O)OC2CCN(C)CC2)cc1,?,-5%,-6%
CCc1n[nH]c(=S)n1/N=C/c1ccc(-c2ccc(Br)cc2)o1,3%,-4%,.
Clc1ccc(-c2nnc(-c3ccccc3)nc2-c2c[nH]c3ccccc23)cc1,?,0%,4%
CC(=O)N1C(C)(C)CC(=NOC(=O)c2ccccc2)CC1(C)C,-9%,3%,-2%
CCc1ccc(NC(=O)CSc2ccc(-c3ccccn3)nn2)cc1,?,21%&11%,?
CC(=O)c1ccc(OCC(O)CN2CCN(CCO)CC2)cc1 (configuration not stated),-16%,51%,-7%
CCOc1ccc(NN=C(C(=O)OC)C(=O)OC)c([N+](=O)[O-])c1,5%,-3%,2%
CN1CCN(C(=O)/C(=C/c2ccccc2F)NC(=O)c2ccccc2)CC1,0%,11%,-5%
NC(=O)COC(=O)c1ccc(C(=O)C(=O)c2ccccc2)cc1,-2%,-2%,4%
O=C(CCNC(=O)c1ccccc1Cl)Nc1ccc(Cl)c(C(F)(F)F)c1,?,6%,10%
COc1ccc(C)cc1NS(=O)(=O)c1cc2c3c(c1)CC(=O)N3CCC2,-25%,-4%,.
Clc1ccc(-c2csc(-c3nc(-c4ccc(Br)s4)cs3)n2)cc1,4%,21%,.
COc1ccc2[nH]c3c(c2c1)CCN1C(=O)C(CC(=O)NCCCn2ccnc2)C[C@H](C(=O)N2CCOCC2)[C@@]31CCC1CCCC1 (some centres not stated),?,30%,.
C[C@H](NC(=O)c1ccccc1)C(=O)N1CCN(c2ccccc2)CC1,1%,9%,-5%
Oc1ccc(Nc2nnc(-c3ccc(O)cc3)c3ccccc23)cc1,?,5%,?
Cc1cc(C)nc(NC(=O)/C=C/c2ccccc2Cl)n1,8%,3%,23%
COc1ccnc(Oc2ccc(F)cc2)c1C(=O)N/C=N/OCc1ccc(F)cc1,-21%,-2%,19%
COc1ccc(N2CCN(C(=O)CN(CCc3ccccc3)S(C)(=O)=O)CC2)cc1,?,8%,3%
C[C@H](N)c1nnc(SCc2c(Cl)cccc2Cl)o1,0%,9%,-8%
O=C(Oc1ccccc1)N1CCC2(CCCN(c3ccc(-c4ccccc4)cc3)C2)CC1,12%,.,15%
CC(=O)c1cccc(NC(=O)c2cc(=O)[nH]c3ccccc23)c1,-23%,10%,0%
O=C(O)CCCn1cc(NC(=O)c2ccco2)cn1,-9%,4%,-1%
Cc1cccc(C)c1NC(=O)COC(=O)[C@@H]1CCCN1C(=O)c1cccs1,-6%,-4%,.
COc1cccc2c1C(=O)c1c(O)c3c(c(O)c1C2=O)CC(O)(C(C)=O)CC3OC1CC(O)C(O)C(C)O1 (configuration not stated),1.2µM*,28µM*,.
O=C(CSc1nnc(-c2ccccc2Br)o1)N1CCc2ccccc2C1,?,-11%,0%
COc1ccc(NC(=O)c2sc3nc(-c4cc5cccc(OC)c5oc4=O)[nH]c(=O)c3c2C)cc1,-16%,-1%,.
COc1ccccc1-n1c(-c2ccc(Cl)cc2)c[nH]c1=S,23µM*,-23%,-1%
Cc1ccc(C)c(N2CCN(C(=O)Cn3c(C)c4cnn(-c5ccccc5)c(=O)c4c3C)CC2)c1,5.2µM*,0%,.
Cc1ccc(NC(=O)Cn2cccc2)c(Br)c1,0%,-5%,3%
NC(=O)C1CCCN(CC(=O)Nc2cc(S(=O)(=O)N3CCOCC3)ccc2N2CCCC2)C1 (configuration not stated),-9%,0%,.
O=C(O)c1nn(CCOc2ccc(Cl)cc2Cl)c(=O)c2ccccc12,-6%,-4%,-7%
CC(C)c1ccc(NC(=O)CSC2=Nc3ccccc3C3=NC(CC(=O)NCc4ccc(F)cc4)C(=O)N23)cc1 (configuration not stated),1%,-9%,.
CCOC(=O)c1nn(-c2cc(C(=O)OC)cc(C(=O)OC)c2)cc1O,-7%,5%,1%
O=C(c1ccco1)N(Cc1cccc(Cl)c1)C1CCS(=O)(=O)C1 (configuration not stated),1%,-1%,-4%
Nc1ncn([C@H]2C[C@H](O)[C@@H](CO)O2)c(=O)n1,0.041µM*,12%,-4%
CNc1nc(-c2ccc([N+](=O)[O-])cc2)cs1,2%,-5%,0%

# Additional records follow.
mol,TDP1 cell CPT,FEN1 inhibitor,N370S GC mod
COc1ccc(-c2noc(-c3cccnc3NCc3ccco3)n2)cc1,-20%,-1%,.
C=CCn1c(=NC(=O)C2COc3ccccc3O2)sc2cc(S(N)(=O)=O)ccc21 (configuration not stated),?,2%,14%
CCNC(=S)N1CCN(CCNC2=CC(=O)CC(C)(C)C2)CC1,-1%,2%,8%
CCOC(=O)Nc1ccc([N+](=O)[O-])cc1OC,-10%,-11%,.
Cn1c(=O)oc2cc(S(=O)(=O)NCCC(=O)NC3CCCC3)ccc21,-4%,-16%,5%
COc1cc(/C=C2\C(=O)N(CCC#N)N=C2C)c(Br)cc1OC(C)C,?,-25%,-2%
COCC(=O)Oc1c(Sc2ccccc2[N+](=O)[O-])c(C)nn1C(C)(C)C,-1%,2%,6%
COc1ccc(NC(=O)C2C3C=CC4(O3)C2C(=O)N(CCN2CCCCC2C)C4C(=O)NC2CCCCC2)cc1 (configuration not stated),0%,9%,1%
COc1cc(/C=N/NC(=O)CSc2cc(C)c(Br)cc2C)ccc1O,?,-18%,6%
Cc1ccc2sc(N(CCCN(C)C)C(=O)c3ccc(S(=O)(=O)N(C)C4CCCCC4)cc3)nc2c1C,9.2µM*,-3%,20µM*
C=CC[C@H](CC(=O)N(CCO)Cc1ccccc1)C(=O)N[C@@H](C)COC(=O)[C@H](CC=C)CC(=O)OC(C)(C)C,?,-4%,.
CN(C)CCN(C(=O)c1ccc(S(=O)(=O)N(C)c2ccccc2)cc1)c1nc2ccc(Cl)cc2s1,?,15%,-27%
CCOC(=O)N1CCN(C(=O)c2ccc(NS(C)(=O)=O)cc2)CC1,-4%,-4%,1%
COc1cccc(CN2CCC(n3nccc3NC(=O)CCCc3ccccc3)CC2)c1,?,10%,-15%

# Screening results: PubChem, National Center for Advancing Translational Sciences (NCATS)
